Assay outcomes (PubChem BioAssay)
PGC1a acetyl inh = inhibitors of PGC1a acetylation signal, primary screen, cell-based, U2OS, AlphaScreen, inhibitor mode; AID 651687, 2012; 350,000 compounds, 0.17% hits; inhibition, % at 15.6 µM; AlphaScreen anti-acetyl-lysine; with virally co-expressed GCN5 acetyltransferase;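 active = every replicate shows inhibition of at least 40%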;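 note: 0% = neutral control wells and 100% = positive control wells; some results beyond the cut were filed as inactive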
Cneo AK release = Cryptococcus neoformans cell lysis inducers, primary screen, AK release luminescence, single concentration; C. neoformans lysis, adenylate kinase release luminescence, 4 h; normalised: neutral wells 0, clomiphene wells 100; lysis activity, % at 15 µM; 360,000 compounds, 0.2% hits; AID 651654, 2012;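 active = mean lysis activity across replicates of at least 80%, whatever share of replicates individually reach that level; inactive = mean lysis activity below 80%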
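Test system: log-phase Cryptococcus neoformans yeast cells. Input: 5 × 10^6 yeast cells/mL. Medium: fresh YPD growth medium. Doses: single dose. Incubation: static 4 h at 37 °C with compound, 1 h detection. Measured by: luminescent adenylate kinase detection reagent. Read-out: signal increase indicating cell lysis. Benchmarks: Clomiphene.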
GSIS activator = GLuc luminescence reporter in INS-1E cells, primary screen for activators of glucose-dependent secretion of insulin; INS-1E GLuc reporter insulin secretion, 2-3 h; activation, % at 16.6 µM; 370,000 compounds, 0.61% hits;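 active = lowest replicate activation of at least 40%, so every replicate reaches that level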;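 note: 0% = median of neutral control wells and 100% = median of IBMX positive control wells; some compounds called inactive have numbers as strong as hits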
C2C12 statin = suppressors of statin myotoxicity in C2C12 myotubes, primary screen, cell-based, single point, plate reader; 330,000 compounds, 0.78% hits; rescue of ATP level, % at 7.49 µM; C2C12 myotubes + simvastatin, ATP luminescence, 48 h; scaled: DMSO 0, geranylgeraniol control 100;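 active = mean ATP rescue above about 67%, or every replicate alone reaching that limit, limit read from the data, passing the limit was not always enough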;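 note: myotubes were challenged with 10 µM simvastatin during compound exposure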
FN deposit inh = inhibitors of fibronectin matrix deposition, primary screen, AH1F cells, Alexa488-fibronectin fluorescence, plate reader; AH1F fibroblasts, overnight; AID 743247, 2014; inhibition, % at 12.6 µM; 350,000 compounds, 0.086% hits;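 active = mean inhibition across replicates of 30% or more, regardless of how many single replicates reach that level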;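 note: positive control wells lacked labelled fibronectin entirely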
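material = AH1F fibroblast monolayer depositing Alexa488-labelled fibronectin into matrix | amount = 10000 AH1F cells/well | buffer or medium = DMEM plus 2% serum, read in PBS | incubation = 1 h cell adhesion before compound, then overnight fibronectin incubation | detection = fluorescence at 485 nm excitation, 525 nm emission | evaluation = percent inhibition as loss of matrix-bound fibronectin fluorescence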
PglD DTNB = C. jejuni PglD acetyltransferase inhibitors, primary screen, biochemical, DTNB colorimetric, single point; 360,000 compounds, 0.098% hits; inhibition, % at 12.5 µM; UDP-N-acetylbacillosamine N-acetyltransferase PglD (Campylobacter jejuni); purified PglD enzyme, DTNB colorimetric CoA detection; in the data active = inhibition above about 16%, passing the limit was not always enough; note: strong numbers were not always called active
miR-122 sensor = miR-122 Renilla sensor signal increase in Huh7, primary screen, miR-122 inhibitor project, cell-based, single point, plate reader | 340,000 compounds, 0.3% hits | activation (reporter increase), % at 12.5 µM | AID 602342, 2012 | Huh7 miR-122 Renilla luciferase sensor, 48 h; neutral wells = 0, positive control = 100;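 active = mean replicate activation score at least 90 and every replicate individually at or above 90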;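 note: higher luciferase means less miR-122 activity so hits act as miR-122 inhibitors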
CFTR F508del cor = F508del CFTR correction, initial screen, CFBE line, single point. CFBE cells, YFP halide quenching; stimulated with forskolin plus potentiator P3; % fluorescence drop versus neutral controls. activity (quench increase), % at 7.58 µM. AID 720511, 2013. 350,000 compounds, 0.36% hits;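 active = mean added fluorescence quench of at least 8% versus neutral control, with both replicates also reaching 8%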;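 note: cells transiently co-express mutant CFTR-F508del with the halide-sensitive YFP; corrector assay measuring rescue of mutant channel to the surface after 24 h compound exposure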
The depositor's hits bear a star; nt = not tested or not shown; [ ] = dose if it differs, or a comment.

Sample of the layout, 5 compounds:
SMILES | PGC1a acetyl inh | Cneo AK release | GSIS activator | C2C12 statin | FN deposit inh | PglD DTNB | miR-122 sensor | CFTR F508del cor
COCCCNC(=O)c1ccc(-c2csc(C)n2)cc1 | -9 | nt | -9 | nt | 4 | nt | 11 | 0.6
CC1CCN(S(=O)(=O)c2ccc(NC(=O)N3c4ccccc4Sc4ccccc43)cc2)CC1 | 3 | 0 | nt | 17 | -11 | 4 | 0 | nt
CCSc1nc2c(c(=O)n1-c1ccc(F)cc1)SCC2 | -9 | -3 | 14 | 0 | 1 | -7 | -3 | nt
O/N=C/c1ccc2cccc(OCc3ccccc3)c2n1 | -7 | 1 | 5 | 13 | 2 | -9 | 3 | 4.4
C[C@@H]1CN([C@@H](C)CO)C(=O)c2cc(NC(=O)Cc3cn(C)c4ccccc34)ccc2O[C@@H]1CN(C)Cc1ccc(Cl)c(Cl)c1 | 5 | -1 | -5 | 2 | nt | 9 | -3[16.7 µM] | 4.4

All compounds of this part, repeating the preview:
SMILES | PGC1a acetyl inh | Cneo AK release | GSIS activator | C2C12 statin | FN deposit inh | PglD DTNB | miR-122 sensor | CFTR F508del cor
COCCCNC(=O)c1ccc(-c2csc(C)n2)cc1 | -9 | nt | -9 | nt | 4 | nt | 11 | 0.6
CC1CCN(S(=O)(=O)c2ccc(NC(=O)N3c4ccccc4Sc4ccccc43)cc2)CC1 | 3 | 0 | nt | 17 | -11 | 4 | 0 | nt
CCSc1nc2c(c(=O)n1-c1ccc(F)cc1)SCC2 | -9 | -3 | 14 | 0 | 1 | -7 | -3 | nt
O/N=C/c1ccc2cccc(OCc3ccccc3)c2n1 | -7 | 1 | 5 | 13 | 2 | -9 | 3 | 4.4
C[C@@H]1CN([C@@H](C)CO)C(=O)c2cc(NC(=O)Cc3cn(C)c4ccccc34)ccc2O[C@@H]1CN(C)Cc1ccc(Cl)c(Cl)c1 | 5 | -1 | -5 | 2 | nt | 9 | -3[16.7 µM] | 4.4
COc1ccc(C2/C=C\CN(S(=O)(=O)c3ccc(C)cc3)CC(=O)N2Cc2cccc(F)c2)cc1 (stereo not drawn) | -25 | 0 | -9 | 5 | nt | -4 | 0 | 5.7
CO[C@H]1CN(C)C(=O)c2cc(NC(C)=O)ccc2OC[C@@H](C)N(C(=O)C2CC2)C[C@H]1C | -6 | -2 | -1 | 13 | -4 | 1 | 6[16.7 µM] | 1.2
COc1ccc(S(=O)(=O)NCc2ccc(C)cc2)cc1 | -4 | -3 | nt | -4 | -7 | 4 | -6 | nt
CSc1ccc(CN2CCC(N3CC(C)OC(C)C3)CC2)cc1 (stereo not drawn) | nt | 3 | 16 | -1 | -1 | -2 | nt | -0.1
CNC(=O)CN(c1cc(C)ccc1OC)S(=O)(=O)c1ccc(C)cc1 | -3 | -3 | nt | 14 | -5 | -307 | 6 | nt
CC1(c2nnc(-c3ccc(F)cc3)o2)CC(c2ccc([N+](=O)[O-])cc2)=NO1 (stereo not drawn) | 0 | 0 | 6 | 16 | 2 | 1 | -3 | -0.1
O=C(O)C1CCC(CNS(=O)(=O)c2ccccc2)CC1 (stereo not drawn) | 10 | 2 | 18 | 3 | 5 | 2 | -2 | 0.7
O=C(CNC(=O)c1ccccc1F)NCCN1C(=O)S/C(=C\c2ccc3c(c2)OCO3)C1=O | 12 | 0 | nt | 8 | -2 | -9 | 4 | -1.3
C[C@@H]1CN([C@@H](C)CO)C(=O)c2cc(NC(=O)Nc3cccc4ccccc34)ccc2O[C@@H](C)CCCCO[C@H]1CN(C)Cc1ccc(C(F)(F)F)cc1 | 0 | 55 | -4 | nt | 4 | -1 | 0[16.7 µM] | 1.7
Cc1c(C(=O)N2CCCCC2)c(S(=O)(=O)N2CCC(C)CC2)c(C)n1C | -5 | 0 | 15 | 7 | -7 | 3 | 1 | -1.3
COc1ccc(CC(=O)NNC(=O)c2ccccn2)cc1 | 0 | 1 | -2 | 14 | -9 | 5 | 1 | 7.9
CC(C)Cc1ccc(-c2cc3nc(NCCOc4ccccc4)ccn3n2)cc1 | 0 | 0 | -5 | 9 | nt | 1 | 4 | 2.2
COc1ccc(CN(C)C[C@H]2Oc3c(NS(=O)(=O)c4cccs4)cccc3C(=O)N([C@H](C)CO)C[C@H]2C)cc1 | 2 | 2 | 9 | nt | -3 | 7 | 2[16.7 µM] | -1.7
C[C@@H]1CCC2[C@](C)(CO)[C@@H](O)CC[C@]2(C)[C@@]12C[C@](CO)(CC(=O)O)CO2 (stereo partly drawn) | 5 | -1 | 4 | 3 | 7 | 1 | -10 | 2.3
CC1CC(C)CN(C(=O)CSc2nnc(-c3ccc(F)cc3)o2)C1 (stereo not drawn) | -24 | 1 | 0 | 5 | 7 | -1 | -2 | -3.2
CCCOc1cccc(C(=O)Nc2ccc(CN3CCOCC3)cc2)c1 | nt | 0 | -1 | -11 | -7 | 6 | nt | 0.0
COc1ccc(-n2sc3ccc(F)cc3c2=O)cc1 | 2 | -3 | 32 | -8 | -9 | 1 | -5 | -0.1
CO[C@@H](CN(C)C(=O)c1ccc2c(c1)OCO2)[C@H](C)CN([C@H](C)CO)S(=O)(=O)c1ccc(C)cc1 | -15 | -2 | -11 | 4 | 4 | 6 | nt | 1.1
Cc1noc(C)c1COc1ccc(C(=O)N2CCN(c3ccccn3)CC2)cc1 | 6 | nt | 21 | 5 | nt | nt | 3 | -3.6

More compounds follow.
Molecule | PGC1a acetyl inh | Cneo AK release | GSIS activator | C2C12 statin | FN deposit inh | PglD DTNB | miR-122 sensor | CFTR F508del cor
COc1ccc(CNC(=O)COc2cc3c(c4oc(=O)cc(C)c24)CCC(C)(C)O3)cc1OC | 5 | 0 | 13 | 3 | nt | -4 | 0 | 3.6
Cc1cc(Cl)nc(NC(=O)Nc2cccc(Cl)c2)n1 | -2 | 1 | 5 | -10 | -1 | -2 | 8 | 0.8
CO[C@H]1CN(C)C(=O)c2ccc(NC(=O)c3cnccn3)cc2OC[C@H](C)NC[C@H]1C | 1 | 2 | 1 | 9 | -27 | -1 | nt | -2.5
O=C(COC(=O)C1CCCC1)NCc1ccc(Cl)cc1 | 1 | nt | 5 | nt | -8 | nt | nt | 1.4
Cc1ccc2[nH]c(-c3ccccc3)c(CN3CCOCC3)c(=O)c2c1 | 15 | 1 | nt | -5 | nt | 2 | 0 | nt
Cc1ncc(C(O)c2ccc(N(C)C)cc2)n1Cc1ccccc1 (stereo not drawn) | 8 | -12 | nt | -9 | 2 | 0 | -6 | -2.7
C[C@@H](O)C#Cc1ccc2c(c1)O[C@@H](CN(C)Cc1ccccn1)[C@@H](C)CN([C@@H](C)CO)S2(=O)=O | 0 | -6 | 8 | 6 | nt | 0 | -6[16.7 µM] | 2.2
COc1ccc(-c2nc3ccc(Cl)cn3c2CC(C)(C)C)cc1OC | -12 | 5 | -15 | 6 | -1 | 1 | 5 | -3.3
COc1ccccc1NC(=O)C1CCCN(c2cnccn2)C1 (stereo not drawn) | 5 | 11 | 6 | 14 | 6 | 2 | -10 | -2.5
C[C@H]1CN([C@@H](C)CO)S(=O)(=O)c2ccc(C3=CCCC3)cc2O[C@H]1CN(C)C(=O)C1CC1 | -6 | nt | -2 | 43 | -7 | nt | 4[16.7 µM] | -1.2
CCOC(=O)CNC(=O)CSc1ncnc2c1nnn2-c1ccc(F)cc1 | -14 | 2 | nt | -12 | nt | -1 | -7 | nt
CCOc1ccc(S(=O)(=O)NCCC(=O)N(C)CC(=O)Nc2ccc(N3CCOCC3)cc2)cc1 | -1 | -1 | -3 | 2 | 1 | 1 | -6 | 1.3
CCCC(=O)N1CCCC1(C)C(=O)NCCc1ccccn1 (stereo not drawn) | 5 | -2 | 6 | 19 | -9 | 5 | -2 | -0.1
COC(=O)C1CCN(S(=O)(=O)c2c[nH]c(=O)[nH]c2=O)CC1 | 12 | 0 | 4 | 3 | nt | -1 | 1 | 5.9
C[C@H](NC(=O)c1ccco1)C(=O)NCc1cccs1 | nt | -2 | nt | 1 | 3 | 3 | nt | -0.4
COc1ccc(CNS(=O)(=O)c2ccc3oc(C(=O)O)c(C)c3c2)cc1 | 0 | nt | 26 | nt | nt | nt | -5 | 0.9
Cc1ccc(S(=O)(=O)N(C)C[C@@H]2Oc3c(NC(=O)c4nc5ccccc5s4)cccc3C(=O)N([C@@H](C)CO)C[C@@H]2C)cc1 | -1 | -4 | 2 | 10 | nt | 0 | 5[16.7 µM] | 2.3
CCOC(=O)C(NC(=O)Cc1ccccc1)(Nc1cc(C)on1)C(F)(F)F (stereo not drawn) | -1 | 0 | nt | -2 | -1 | 0 | 10 | nt
O=S(=O)(NC1Cc2ccccc2C1)c1ccccc1 | -1 | -6 | 21 | 2 | 2 | 3 | 70 | -1.4
COC(=O)c1cc2ccsc2n1Cc1nc(-c2cccc(Cl)c2)oc1C | 3 | 1 | 3 | 11 | 0 | -1 | -6 | -1.2
COCC#Cc1ccc([C@H]2[C@H]3CN(Cc4cccnc4)CCCCN3[C@H]2CO)cc1 | 9 | -4 | 3 | nt | 0 | 3 | 2[16.7 µM] | -0.6
CCOC(=O)C1=CC[C@@H](c2ccccc2C(F)(F)F)N(S(=O)(=O)c2ccc(C)cc2)[C@H]1c1ccc(C#N)cc1 | -11 | 0 | -1 | -10 | 4 | -3 | -2 | -2.1
CCOC(=O)c1sc(NC(=O)CS(=O)(=O)c2ccc(C)cc2)nc1C | 11 | 2 | 11 | 1 | 1 | -1 | -4 | -1.8
C[C@H]1CN([C@@H](C)CO)C(=O)c2cc(NC(=O)Nc3ccc(C(F)(F)F)cc3)ccc2O[C@@H]1CN(C)C(=O)NC1CCCCC1 | 8 | 0 | -21 | 0 | nt | -1 | 7[16.7 µM] | 1.5
CCOc1ccccc1C(=O)NCC(=O)OCC(=O)c1c(N)n(C)c(=O)n(C)c1=O | -4 | 0 | 3 | -3 | 8 | -1 | -5 | -0.5
COc1ccc(-c2cn3c(C)c(C(=O)N4CCCc5ccccc54)sc3n2)cc1 | nt | 2 | -23 | -28 | -10 | -1 | nt | -5.4
Cc1nc(C(=O)NNC(=O)c2ccc(Cl)cc2)c(C(F)(F)F)o1 | 14 | -1 | 1 | nt | 6 | 5 | -2 | 3.1
